Source: PubChem BioAssay (National Center for Advancing Translational Sciences (NCATS))
EPAC1 agonist: qHTS for Agonist of cAMP-regulated guanine nucleotide exchange factor 3 (EPAC1): primary screen; Potency, µM (top dose mostly 154 µM), inactives show top-dose activation, most hits filed as activators; EPAC1 agonist qHTS, biochemical assay; response scale: 100% = response to 6.5 mM cAMP; 0.073% of 360,000 active; Rap guanine nucleotide exchange factor 3 (Homo sapiens), O95398; AID 720707, 2013; also: potency is read from the fitted curve at half-maximal effect; nearly all actives have a fitted effect of over 60% in size
Target sequence (O95398 whole entry, looked up): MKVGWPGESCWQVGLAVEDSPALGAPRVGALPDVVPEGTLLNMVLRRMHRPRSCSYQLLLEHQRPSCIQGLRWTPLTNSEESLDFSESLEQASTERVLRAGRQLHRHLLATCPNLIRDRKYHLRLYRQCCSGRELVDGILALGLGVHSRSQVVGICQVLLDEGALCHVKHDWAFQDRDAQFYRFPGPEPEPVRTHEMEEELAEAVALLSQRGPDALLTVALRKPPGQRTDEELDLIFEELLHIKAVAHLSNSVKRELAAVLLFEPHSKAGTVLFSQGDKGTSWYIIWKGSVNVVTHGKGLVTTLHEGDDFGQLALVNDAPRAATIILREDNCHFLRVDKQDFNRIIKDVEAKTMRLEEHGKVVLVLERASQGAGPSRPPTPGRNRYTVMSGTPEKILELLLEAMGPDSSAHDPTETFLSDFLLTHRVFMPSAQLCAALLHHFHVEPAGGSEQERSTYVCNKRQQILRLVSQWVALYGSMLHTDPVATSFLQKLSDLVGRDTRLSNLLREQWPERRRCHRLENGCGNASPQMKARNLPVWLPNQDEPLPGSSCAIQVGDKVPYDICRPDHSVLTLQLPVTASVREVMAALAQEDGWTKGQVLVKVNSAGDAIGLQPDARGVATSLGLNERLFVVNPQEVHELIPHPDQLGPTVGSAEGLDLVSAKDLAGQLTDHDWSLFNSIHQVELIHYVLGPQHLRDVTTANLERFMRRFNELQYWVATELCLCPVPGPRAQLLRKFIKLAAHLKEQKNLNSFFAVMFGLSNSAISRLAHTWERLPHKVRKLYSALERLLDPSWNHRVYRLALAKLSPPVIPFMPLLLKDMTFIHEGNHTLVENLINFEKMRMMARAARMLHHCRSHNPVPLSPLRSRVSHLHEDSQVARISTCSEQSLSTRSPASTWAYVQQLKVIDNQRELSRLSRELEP
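Normalized to 6.5 mM cAMP, activity reflects EPAC1-catalysed release of BODIPY-GDP from Rap1B, followed kinetically over 30 min at 480 nm excitation, 540 nm emission. Reaction contained 100 nM EPAC1, 250 nM Rap1B-BODIPY-GDP, 50 uM GDP.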
IL2 activator: qHTS of IL-2 Activators; activation, % (series mostly up to about 46 µM); AID 652025, 2013; 0.065% of 360,000 active; IL-2 activation reporter assay, cell-based qHTS; stimulated with anti-CD3/CD4/CD28 beads; in transgenic mouse T cells; in the data active = activation above about 50%; inconclusive = mostly about 30% to 49%; also: 0% is about no effect
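EGFP and DsRed fluorescence is measured by plate cytometry in unstimulated transgenic mouse T cells exposed to compound for 60 minutes, then stimulated 18 hours at 37 degrees C with anti-CD3/anti-CD4 beads plus anti-CD28.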
EPAC1 antag: qHTS for Antagonist of cAMP-regulated guanine nucleotide exchange factor 3 (EPAC1): primary screen; AID 720709, 2013; Rap guanine nucleotide exchange factor 3 (Homo sapiens), O95398; EPAC1 GEF assay, Rap1b-BODIPY-GDP exchange fluorescence; Potency, µM (top dose mostly 115 µM), inactives show top-dose activity change, negative = inhibition, actives largely listed as inhibitors; 0.14% of 360,000 active;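 also: potency is read from the fitted curve at half-maximal effect; plate controls were vehicle for no effect and positive control for full effect; nearly all actives have a fitted effect of over 50% in size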
WRN helicase inh: qHTS for Inhibitors of WRN Helicase. WRN helicase unwinding, fluorescent forked duplex, kinetic. AID 651768, 2012. 0.46% of 360,000 active. Potency, µM (titrated, usually from 114 µM), for inactives: top-dose activity change, negative = inhibition, hits mostly inhibitors; also: potency is read from the fitted curve at half-maximal effect; % is scaled to controls: 0 for no effect and ±100 for the full control effect; nearly all actives have a fitted effect of over 55% in size
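Fluorescence dequenching readout, ex 525 nm/em 598 nm, kinetic mode: forked duplex DNA (100 nM final) with adjacent fluorophore and quencher unwound by WRN (20 nM final) with 2 mM ATP. Compound preincubation 15 min, room temperature.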
PLK1 PBD block: qHTS for Inhibitors of PLK1-PDB (polo-like kinase 1 - polo-box domain): Primary Screen; Potency, µM, for the others: max response, negative = inhibition, usual class: inhibitors; Plk1 PBD binding of FITC phosphopeptide, fluorescence polarization; 2.8% of 360,000 active; Serine/threonine-protein kinase PLK1 (Homo sapiens), P53350; also: potency is read from the fitted curve at half-maximal effect; series mostly up to about 57 µM; % is scaled to controls: 0 for no effect and ±100 for the full control effect; nearly all actives have a fitted effect of over 65% in size
CCT chaperon mod: High-Throughput Screening for Modulators of Cytosolic Chaperonin Activity | purified chaperonin ATPase assay, HTRF ADP detection, 30 min | activity change, % (test concentration not listed), hits read low | 0.3% of 360,000 active; in the data active = activity change below about -30%; also: % is scaled to controls: 0 for no effect and ±100 for the full control effect
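ATPase activity: ADP formed was measured by HTRF Transcreener (665/615 nm ratio) after 30 min at 37 deg C with 10 uM ATP. Compounds screened at one 76 uM concentration against 40 or 20 nM TRiC in Tris pH 7.4/KCl/MgCl2/DTT buffer.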
EPAC2 agonist: qHTS for Agonist of cAMP-regulated guanine nucleotide exchange factor 4 (EPAC2): primary screen; Rap guanine nucleotide exchange factor 4 (Homo sapiens), Q8WZA2; EPAC2 activation, biochemical qHTS; response scale: 100% = 6.5 mM cAMP response; Potency, µM (titrated, usually from 154 µM), inactives show at the top dose activation, actives largely listed as activators; 0.079% of 360,000 active; also: potency is read from the fitted curve at half-maximal effect; nearly all actives have a fitted effect of over 50% in size
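Nucleotide exchange monitored as fluorescence drop when BODIPY-GDP leaves Rap1B. Reaction: 100 nM EPAC2, 250 nM RAP1B-BODIPY-GDP, 50 uM GDP, room temperature, kinetic read over 30 min. Activity expressed relative to 6.5 mM cAMP.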
PI5P4K alpha inh: qHTS for Inhibitors of phosphatidylinositol 5-phosphate 4-kinase (PI5P4K) | Phosphatidylinositol 5-phosphate 4-kinase type-2 alpha (Homo sapiens), P48426 | PI5P4Kalpha enzyme, ADP-Glo luminescence, 60 min; hits give low values | max response, % | 1.2% of 330,000 active; active = max response of -50% or lower; inconclusive = between -30% and -50%; inactive = -30% or higher; also: value at the top dose of about 77 µM; % is scaled to controls: 0 for no effect and ±100 for the full control effect
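Compounds were pin-transferred onto PI5P4Kalpha and substrate in HEPES pH 7.4 buffer with EGTA, CHAPS and 5% DMSO. ATP (5 microM final) started the reaction, which ran 60 minutes at room temperature before ADP-Glo detection.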
The depositor's hits bear a star; ? = inconclusive; / = no result given; [ ] = another dose, or the depositor's remark. Unless noted, calls follow the shape of the dose curve; as a rule, active = well fitted curve in the direction sought with a large enough effect; inconclusive = small, poorly fitted or top-dose-only effect, or another doubt; inactive = no such curve, though single readings can be large; an effect the other way counts as inactive or inconclusive. The list is partial (hit frequency here may not be typical).

SMILES	EPAC1 agonist	IL2 activator	EPAC1 antag	WRN helicase inh	PLK1 PBD block	CCT chaperon mod	EPAC2 agonist	PI5P4K alpha inh
CCOC(=O)/C(C#N)=C/c1ccc(OC(=O)c2ccco2)c(OCC)c1	6.8%	-2.4	?	-8.0%	-3.6%	0.9	4.3%	-4.0
O=C(N/N=C/c1ccsc1)c1ccc2ccccc2n1	-3.2%	1.2	13.8%	4.4%	-7.1%	-2.8	5.5%	-0.3
COCCCNCCOCCOc1ccc(Cl)cc1Br	0.0%	-4.9	7.8%	-10.5%	0.0%	1.3	0.5%	1.5
Cc1ccc(Cl)cc1NC(=O)CNC(=O)N1CC(=O)Nc2ccccc21	-5.3%	-1.0	22.4%	-5.3%	2.0%	0.4	-5.6%	1.2
COc1ccc(CCNC(=O)Cn2c(=O)n(-c3ccc(F)cc3F)c(=O)c3sccc32)cc1OC	-7.5%	-4.3	-11.2%	2.8%	1.7%	-4.0	12.0%	-5.9
CCOC(=O)C1CCN(C(=O)C2(NC(=O)Nc3ccccc3Cl)CCCCC2)CC1	-0.9%	0.0	2.1%	0.6%	0.0%	-1.6	-5.3%	0.6
Cc1cc(NC(=O)CN(C)C)c([N+](=O)[O-])cc1C	-10.3%	-2.0	-9.6%	2.6%	3.9%	-1.3	0.5%	-4.4
Cc1ccc(C2C(C(=O)c3sc(C)nc3C)=C(O)C(=O)N2CCN(C)C)o1 (centres undefined)	7.4%	0.3	8.7%	0.6%	-7.6%	-4.8	10.2%	/
O=C(Nc1ccccn1)c1ccc2c(c1)OCCO2	-4.3%	0.0	-10.4%	-21.0%	-9.0%	3.5	4.8%	-12.4
O=C(COC(=O)C1=Cc2ccccc2OC1)NC1CCCC1	-3.8%	-1.5	9.9%	4.8%[57.1 µM]	-4.9%	-5.6	0.3%	/
c1ccc(-n2c(Cc3cccnc3)nc3cnccc32)cc1	6.6%	0.2	-0.1%	-1.2%	-5.0%	-1.8	12.7%	/
N#CC1(NC(=O)COC(=O)Cc2n[nH]c(=O)c3ccccc23)CCCCC1	10.8%	1.1	-16.2%	-14.6%	5.8%	-0.4	3.7%	-18.9
O=C(CSc1nc2ccccc2c(=O)n1-c1ccc(Cl)cc1)N/N=C/C=C/c1ccccc1[N+](=O)[O-]	8.8%	2.0	-2.2%	-4.5%	-1.5%	0.5	3.0%	3.8
CCOc1ccc(CN2C(=O)CCC2(C)C(=O)NCc2cccnc2)cc1 (centres undefined)	-18.0%	-1.7	9.4%	3.9%	4.3%	-5.9	1.2%	2.1
Cc1nn(CC(=O)NCCc2ccc(Cl)cc2)c(=O)c2cccn12	-2.5%	-3.4	-3.4%	1.5%	26.7µM*	-0.7	-10.9%	-21.5
CC(C)CCNC(=O)CN(C(=O)CCC(=O)Nc1nccs1)C1CCCCC1	-11.1%	-4.1	6.8%	10.7%	-10.8%	0.5	-0.1%	-8.9
CC(=O)c1cn(CC(=O)Nc2ccc(C)c(C)c2)c2ccccc12	5.7%	-0.3	-2.0%	1.8%	-3.8%	-1.5	-1.3%	0.8
COc1ccccc1CNC(=O)Nc1nc(C(N)C(C)C)cs1 (centres undefined)	-1.2%	-0.5	-9.0%	-8.8%	1.6%	-0.6	11.3%	-0.2
CCC(C)(C(=O)NC1CCCCC1)N(C(=O)CNC(C)=O)c1c(C)n(C)n(-c2ccccc2)c1=O (centres undefined)	5.5%	-1.5	3.3%	15.1%	0.2%	0.2	-0.5%	-11.0
Cc1cc(C)nc(SCc2nnc(SCC(=O)Nc3ccc(C)c(C)c3)o2)n1	6.6%	-0.3	-4.6%	3.4%	-8.8%	-2.1	-4.7%	3.7
COc1cc(OC)c2c(-c3cccc(-c4ccc(OC(F)(F)F)cc4)c3)cc(=O)oc2c1	-12.8%	0.5	3.6%	1.4%	-16.8%	0.1	2.5%	2.8
CCC/C(=C1/c2ccccc2C(=O)N1c1ccccc1)c1ccc2c(c1)OCO2	3.7%	-0.4	-10.1%	0.9%	2.5%	-0.8	16.2%	47.7
CNc1ccccc1C(=O)OCC(=O)N1CCN(c2ccc(OC)cc2)CC1	0.1%	-0.7	0.2%	2.0%	6.0%	-3.9	10.9%	8.6
O=C(Nc1ccc(Cl)cc1C(=O)N1CCOCC1)c1ccco1	-5.2%	-0.7	13.3%	-12.1%	-4.6%	-2.4	7.0%	/
CCCCN(C(=S)Nc1ccccc1)C1CCS(=O)(=O)C1 (centres undefined)	0.2%	-0.6	17.8%	-8.2%	-5.9%	0.8	-4.2%	1.5
CC1CCCN(Cc2c(O)ccc3c(=O)c(-c4ccc(Cl)cc4)coc23)C1 (centres undefined)	-7.8%	-0.6	-6.0%	-3.1%	3.0%	0.7	-4.5%	-6.3
O=C(NCc1ccc2c(c1)OCO2)c1ccc(Cl)c(S(=O)(=O)NCc2ccccc2)c1	-8.2%	-1.3	-0.3%	-10.0%	1.1%	0.2	3.3%	8.8
NC(=O)C1C(=O)c2ccccc2C1(C[N+](=O)[O-])c1ccccc1 (centres undefined)	-0.1%	-0.5	17.4%	4.0%[11.6 µM]	-29.8%	-1.4	4.6%	-6.0
CNc1nc2cc([N+](=O)[O-])c([N+](=O)[O-])cc2nc1NC	-9.2%	-5.8	-4.5%	4.4%	-14.6%	-0.9	-4.7%	-1.1
O=C(CSc1nnc(-c2cccnc2)o1)Nc1ccccn1	17.9%	0.6	0.0%	-2.8%	-3.7%	-0.6	0.0%	4.2
CCC(Oc1cccc(Cl)c1)C(=O)N1CCCN(C)CC1 (centres undefined)	3.0%	-1.8	11.4%	9.2%	3.0%	-2.3	1.0%	1.8
COc1cccc(CNC(=O)CCc2nnc(C3CCCCC3)o2)c1	-9.8%	-0.1	-1.4%	2.5%	-7.5%	-1.6	-8.4%	2.3
COc1cccc(N(CC(=O)NC2CCCC2)C(=O)Cn2nnc(-c3ccc(C)o3)n2)c1	-2.8%	1.0	?	-9.9%	-12.9%	0.6	1.6%	6.3
CN(C(=O)c1cncc(Br)c1)C1C2CC3CC(C2)CC1C3 (centres undefined)	7.0%	0.5	-20.6%	-4.4%	-26.2%	-4.4	-0.8%	2.9
CCc1ccc(C(=O)c2cc3ccc(O)cc3oc2=O)cc1	-1.0%	-3.3	14.5%	-3.1%	-4.5%	-5.8	10.3%	?
Cc1c(N)cc(S(=O)(=O)O)cc1NC(=O)c1cccc([N+](=O)[O-])c1	2.1%	-0.4	-1.0%	-3.2%	-18.5%	-1.3	12.7%	0.3
CCCC(=O)N(c1ccc2oc(=O)sc2c1)S(=O)(=O)c1cccs1	5.6%	0.0	2.8%	?	-21.1%	0.0	0.4%	-28.3
CCC1CCCCN1C(=O)Nc1cccc(NC(=O)N2CCCCC2CC)c1 (centres undefined)	3.3%	0.1	-2.8%	11.9%	-10.8%	-0.1	16.4%	3.7
Cc1cc2nc(NC(=O)C3(C)CCN(C)C3)[nH]c2cc1C (centres undefined)	6.5%	0.4	-7.2%	-1.6%	-9.0%	1.9	11.6%	-2.4
O=C(Nc1ccccc1)c1cccc(NC(=O)c2ccco2)c1	-4.8%	-2.3	-23.3%	-2.3%	-1.2%	-1.7	3.1%	3.0
CC(=O)NC(c1ccc(Cl)cc1)c1c(O)ccc2ccc(O)cc12 (centres undefined)	5.9%	-2.3	-3.2%	-14.3%	-21.2%	0.1	8.1%	-29.0
CN(Cc1nc(-c2ccccn2)no1)S(=O)(=O)c1ccccc1	5.0%	5.4	-20.6%	-2.5%	-0.8%	0.8	0.6%	-0.7
CCN1CCN(c2ncnc3sc(C(=O)Nc4ccccc4F)c(C)c23)CC1	7.1%	0.0	12.0%	-5.2%	-1.7%	-1.3	-0.4%	3.6
O=C(NCc1ccccn1)c1cccc(NS(=O)(=O)c2cccc(F)c2)c1	11.3%	-3.8	1.6%	3.6%	-6.9%	-1.6	7.8%	-4.7

Part of the list above, in markdown.
| SMILES | EPAC1 agonist | IL2 activator | EPAC1 antag | WRN helicase inh | PLK1 PBD block | CCT chaperon mod | EPAC2 agonist | PI5P4K alpha inh |
| --- | --- | --- | --- | --- | --- | --- | --- | --- |
| CCCC(=O)N(c1ccc2oc(=O)sc2c1)S(=O)(=O)c1cccs1 | 5.6% | 0.0 | 2.8% | ? | -21.1% | 0.0 | 0.4% | -28.3 |
| CCC1CCCCN1C(=O)Nc1cccc(NC(=O)N2CCCCC2CC)c1 (centres undefined) | 3.3% | 0.1 | -2.8% | 11.9% | -10.8% | -0.1 | 16.4% | 3.7 |
| Cc1cc2nc(NC(=O)C3(C)CCN(C)C3)[nH]c2cc1C (centres undefined) | 6.5% | 0.4 | -7.2% | -1.6% | -9.0% | 1.9 | 11.6% | -2.4 |
| O=C(Nc1ccccc1)c1cccc(NC(=O)c2ccco2)c1 | -4.8% | -2.3 | -23.3% | -2.3% | -1.2% | -1.7 | 3.1% | 3.0 |
| CC(=O)NC(c1ccc(Cl)cc1)c1c(O)ccc2ccc(O)cc12 (centres undefined) | 5.9% | -2.3 | -3.2% | -14.3% | -21.2% | 0.1 | 8.1% | -29.0 |
| CN(Cc1nc(-c2ccccn2)no1)S(=O)(=O)c1ccccc1 | 5.0% | 5.4 | -20.6% | -2.5% | -0.8% | 0.8 | 0.6% | -0.7 |
| CCN1CCN(c2ncnc3sc(C(=O)Nc4ccccc4F)c(C)c23)CC1 | 7.1% | 0.0 | 12.0% | -5.2% | -1.7% | -1.3 | -0.4% | 3.6 |
| O=C(NCc1ccccn1)c1cccc(NS(=O)(=O)c2cccc(F)c2)c1 | 11.3% | -3.8 | 1.6% | 3.6% | -6.9% | -1.6 | 7.8% | -4.7 |

PLK1 PBD block: what is marked active above.
| mol | IL2 activator | EPAC1 antag | WRN helicase inh | PLK1 PBD block | CCT chaperon mod | EPAC2 agonist | PI5P4K alpha inh |
| --- | --- | --- | --- | --- | --- | --- | --- |
| Cc1nn(CC(=O)NCCc2ccc(Cl)cc2)c(=O)c2cccn12 | -3.4 | -3.4% | 1.5% | 26.7µM* | -0.7 | -10.9% | -21.5 |
